Compound activity deposited in PubChem BioAssay by several laboratories.
GSK3 alpha inh: human GSK-3 alpha kinase inhibition; AID 2650; ADP-Glo luminescence, 60 min; hit rate 0.1% among 320,000; P49840; inhibition, % at 10 µM;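 in the data active = inhibition above about 50%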;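 note: GST-tagged GSK-3 alpha with peptide substrate and 25 µM ATP; 0% = DMSO neutral wells and 100% = GW8510 positive control wells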
Dyrk1A ADPGlo: inhibitors of rat Dyrk1A kinase; AID 504441; ADP-Glo luminescence, NFATc1 peptide; hit rate 0.43% among 310,000; inhibition, % at 12.5 µM; in the data active = inhibition above about 50%;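 note: plate controls were vehicle with enzyme for no effect and no enzyme for full effect; many of its hits are not listed in these tables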
HSF1 activator: increases HSF-1 driven luciferase reporter signal | NIH3T3-HGL HSF-1 luciferase reporter, MG132, 8 h; 100% = twice DMSO control signal | activation, % at 9 µM | hit rate 1.7% among 300,000 | AID 504408;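 active = mean replicate activation of at least 50% with a set share of replicates each reaching 50%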;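 note: 0% = median of the neutral control wells and 100% = twice that signal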
AI-2 QS modul: modulates the Vibrio harveyi AI-2 quorum sensing system; Vibrio harveyi JMH597 AI-2 luminescence/OD600 ratio, 9 h; active compounds read low; strain lacks LuxN and CqsS sensors; 0 = neutral-control median; activity change, % at 7.5 µM; hit rate 0.4% among 300,000; AID 2094; in the data active = activity change below about -75%, passing the limit was not always enough;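 note: luminescence divided by OD600 gain over 9 h not by final OD600 alone; inactives centre near 13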
Platelet DG rel: modulates dense granule release in human platelets. human platelet-rich plasma, SFLLRN dense granule ATP release, luminescence. inhibition, %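 (compounds screened at 7.5 µM in platelet-rich plasma)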. hit rate 0.22% among 300,000. AID 1663;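 active = mean replicate score, as percent of positive control, at or above 50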
HSF1 inh: HSF1 inhibition; hit rate 0.77% among 300,000; activity change, negative = inhibition, % at 7.5 µM (by protocol); AID 2098; NIH3T3-HGL HSE-luciferase, MG132-induced, luminescence 8 h; active compounds read low;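 active = more than half of replicate wells show activity change below -50%, luminescence cut by over half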;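 note: luciferase reports HSF-1 transcriptional activity via heat shock element; 0% = median of DMSO wells and -100% = zero luminescence signal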
PolyA inhibitor: yeast polyadenylation inhibition | S. cerevisiae SKY197-pL101 polyadenylation reporter, beta-gal luminescence; efflux-impaired pdr1/pdr3 knockout yeast; score 100 = 6 SD above DMSO | calls only at 12 µM | hit rate 0.02% among 300,000;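 active = lowest replicate activity score at least 50, where 100 means six control SD above control mean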;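 note: yeast exposed to compound for 9 h at 30 °C; higher score means more reporter readthrough which indicates perturbed polyadenylation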
GSK3beta inhib: inhibitors of human GSK3beta kinase; hit rate 0.038% among 300,000; GST-GSK3beta kinase, ADP-Glo luminescence, 60 min; active compounds read low; P49841; activity score (negative = inhibition), % at 10 µM;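 active = more than half of replicate wells score below -50%, meaning over 50% inhibition versus plate controls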;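 note: 0% = median DMSO wells and -100% = median GW8510 positive control wells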
Target sequence (P49841 whole entry, looked up): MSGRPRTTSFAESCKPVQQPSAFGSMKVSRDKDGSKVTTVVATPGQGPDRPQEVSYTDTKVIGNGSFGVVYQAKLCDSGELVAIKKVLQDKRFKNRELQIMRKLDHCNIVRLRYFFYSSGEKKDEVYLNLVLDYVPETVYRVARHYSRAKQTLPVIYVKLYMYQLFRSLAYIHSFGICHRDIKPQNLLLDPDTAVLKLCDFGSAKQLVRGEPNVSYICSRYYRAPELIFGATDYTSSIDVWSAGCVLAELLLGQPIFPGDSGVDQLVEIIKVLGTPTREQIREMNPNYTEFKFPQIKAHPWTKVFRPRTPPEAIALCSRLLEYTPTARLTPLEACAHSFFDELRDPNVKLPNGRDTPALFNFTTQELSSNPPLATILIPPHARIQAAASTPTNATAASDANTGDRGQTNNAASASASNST
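Test system: GST-fused GSK3beta enzyme, cell-free | Quantity: 1.6 ng GST-GSK3beta enzyme per well | Reagent: 25 µM ATP with peptide substrate | Schedule: 60 min enzyme reaction, room temperature | Signal: Luminescent ADP-Glo measurement of ADP formed | Read-out basis: Score relative to plate controls | Control set: DMSO and 20 µM GW8510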
HSP90 refold inh: HSP90 refolding inhibition in rabbit reticulocyte lysate; luciferase refolding luminescence, 3 h; inhibition, % at 5.6 µM; hit rate 0.91% among 290,000; AID 1789;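 active = inhibition above the screen-wide mean plus 3 SD, computed separately per campaign, cut at about 16% in these data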;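 note: 0% = DMSO wells and 100% = 60 µM geldanamycin wells; inhibitors lower the luminescence because luciferase stays unfolded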
HDAC3 inhib: inhibitors of human histone deacetylase 3; hit rate 0.15% among 320,000; recombinant HDAC3, fluorogenic peptide/trypsin coupled, fluorescence; inhibition, % at 8.3 µM; AID 2718; O15379; in the data active = inhibition above about 26%, passing the limit was not always enough
Target sequence (O15379 whole entry, looked up): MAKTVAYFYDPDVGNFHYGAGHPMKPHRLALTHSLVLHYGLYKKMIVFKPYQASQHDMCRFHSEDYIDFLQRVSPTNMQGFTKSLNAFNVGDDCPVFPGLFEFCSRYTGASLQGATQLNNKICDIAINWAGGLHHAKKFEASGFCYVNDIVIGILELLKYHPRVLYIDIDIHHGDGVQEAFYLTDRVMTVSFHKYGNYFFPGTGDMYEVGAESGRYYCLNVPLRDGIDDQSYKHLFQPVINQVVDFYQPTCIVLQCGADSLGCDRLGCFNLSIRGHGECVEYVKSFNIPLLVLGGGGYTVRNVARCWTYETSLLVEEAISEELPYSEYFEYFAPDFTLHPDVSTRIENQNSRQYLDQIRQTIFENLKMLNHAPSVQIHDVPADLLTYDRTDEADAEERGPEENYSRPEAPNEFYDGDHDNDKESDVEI
* marks the source's active call; other numbers are inactive results; i = inactive; x = no result given. Not all compounds are listed; rates above refer to the full screens.

SMILES	GSK3 alpha inh	Dyrk1A ADPGlo	HSF1 activator	AI-2 QS modul	Platelet DG rel	HSF1 inh	PolyA inhibitor	GSK3beta inhib	HSP90 refold inh	HDAC3 inhib
O=C(Cc1ccc([N+](=O)[O-])cc1)Nc1ccc(Cl)cc1	-3	x	23	-7	20	-1	x	3	-1	0
CCCc1nc(SC)[nH]c(=O)c1C	-1	3	-2	23	6	-7	i	5	-1	-3
COc1ccc(N2CCN(c3ccc(NC(=O)c4ccc5c(c4)OCO5)cc3C#N)CC2)cc1	-2	-4	4	17	3	-5	i	1	2	-6
Cn1c(Cl)c(C(=O)Nc2ccc(Cl)cc2)c2ccccc21	0	3	x	x	x	x	x	x	2	5
CC1=CN2CC(O)CN=C2C=C1 (stereo not drawn)	-2	7	-9	22	4	-5	i	-2	6	-29
CC(/C=C/c1ccccc1)=N/NC(=O)C(O)c1ccccc1 (stereo not drawn)	-1	-1	11	10	7	-9	i	-1	1	1
CCOC(=O)CN1CC23C=CC(O2)C(C(=O)NCc2ccc(C)cc2)C3C1=O (stereo not drawn)	-1	-2	-1	-1	2	-7	i	4	2	2
Cc1ccccc1CN1CCc2c(OCC(=O)N3CCCCC3)cccc2C1=O	-2	x	-10	1	-1	-2	i	2	2	-5
CC(C)(C)NC(=O)COc1ccc(CNCc2ccccn2)cc1	-4	-1	-2	16	4	-8	i	0	2	-2
Cc1ccc(/C=C/c2nc3ccccc3c(=O)n2CCc2ccccc2)cc1	-1	-4	28	19	7	7	i	3	-2	-1
COC(=O)/C=c1/s/c(=C(/C#N)C(=O)NCc2ccccc2)n(-c2ccccc2)c1=O	-1	2	23	9	9	1	i	-3	4	1
COc1cc(S(=O)(=O)N(Cc2ccco2)C2CCCC2)ccc1-n1cnnn1	-3	7	34	17	2	9	i	1	4	-2
COCCCC1CCN(C(=O)C2CCC(=O)N(Cc3ccccc3F)C2)CC1 (stereo not drawn)	2	-3	5	-14	9	5	i	14	-2	-7
CCCCONc1ncnc2nonc12	0	-3	-14	44	7	-5	i	-1	0	-2
NC(=O)COc1ccc(NS(=O)(=O)Cc2ccccc2)cc1	-1	-4	-3	20	7	-7	i	0	-5	1

3 compounds out of the list above, arranged by the number in HSF1 inh, descending.
SMILES	GSK3 alpha inh	Dyrk1A ADPGlo	HSF1 activator	AI-2 QS modul	Platelet DG rel	HSF1 inh	PolyA inhibitor	GSK3beta inhib	HSP90 refold inh	HDAC3 inhib
COCCCC1CCN(C(=O)C2CCC(=O)N(Cc3ccccc3F)C2)CC1 (stereo not drawn)	2	-3	5	-14	9	5	i	14	-2	-7
Cc1ccccc1CN1CCc2c(OCC(=O)N3CCCCC3)cccc2C1=O	-2	x	-10	1	-1	-2	i	2	2	-5
NC(=O)COc1ccc(NS(=O)(=O)Cc2ccccc2)cc1	-1	-4	-3	20	7	-7	i	0	-5	1

Additional structures:
SMILES	GSK3 alpha inh	Dyrk1A ADPGlo	HSF1 activator	AI-2 QS modul	Platelet DG rel	HSF1 inh	PolyA inhibitor	GSK3beta inhib	HSP90 refold inh	HDAC3 inhib
C=CCn1c(SCC(=O)NCCc2ccccc2)nnc1C(C)NC(=O)c1cccs1 (stereo not drawn)	-3	-3	-59	6	-2	-47	i	0	-2	5
COc1ccc(NC(=S)N2CCN(S(C)(=O)=O)CC2)cc1OC	7	2	35	20	3	11	i	-3	2	-4
Cc1ccc(NC(=O)c2ccc3nc[nH]c3c2)cc1C	-1	-2	31	13	7	16	i	1	2	4
COc1cc2[nH]c(=O)n(CCC(=O)N3CCN(c4cccc(C)c4C)CC3)c(=O)c2cc1OC	-1	-3	1	26	-3	2	i	2	1	-3
Oc1ccc(/C=N/Nc2ccnc3cc(Cl)ccc23)c(O)c1O	2	3	-1	x	7	-4	i	x	9	1
COc1ccc2c(c1)OC(c1ccccc1)(C(F)(F)F)NC2=O (stereo not drawn)	x	-4	19	37	0	11	i	-2	-9	x
O=C(COC(=O)C1COc2ccccc2O1)Nc1ccc2c(c1)CCC2 (stereo not drawn)	1	10	13	19	-49	2	i	1	0	0
CN1C(=O)C(C)(C)c2cc(S(=O)(=O)N3CCN(c4ccccc4F)CC3)ccc21	-3	6	-6	25	-3	-1	x	-1	-3	1
CCCCCn1c(CN2CCN(C(=O)c3ccco3)CC2)nc2c1c(=O)n(C)c(=O)n2C	-3	-2	-14	19	0	-4	i	3	x	1
C=CCn1c(=NC(=O)c2cc(-c3cccs3)nc3ccccc23)sc2cc(S(N)(=O)=O)ccc21	-1	-2	38	23	-3	17	i	3	4	1
CC(=O)N1CN(Cc2ccccn2)Cc2c1sc1c2CCCC1	1	16	11	-8	-3	2	i	-1	1	3
COc1cccc(C2NC(=O)c3sc(=S)n(-c4ccccc4)c3N2)c1 (stereo not drawn)	1	-2	5	22	34	5	i	-8	-2	-8
Brc1cnc2ccccc2c1N1CCCCC1	0	1	4	13	0	-9	i	-1	x	-4
COc1ccc(N2CCN(C(=O)NC(=O)c3ccccc3)CC2)cc1	-4	10	-2	20	12	-7	i	-9	0	6
Cc1ccc(S(=O)(=O)NC(CC(=O)NCc2ccco2)c2ccco2)cc1 (stereo not drawn)	-3	-3	3	8	1	-7	i	-1	3	-8

Continued; the last four above are carried over.
SMILES	GSK3 alpha inh	Dyrk1A ADPGlo	HSF1 activator	AI-2 QS modul	Platelet DG rel	HSF1 inh	PolyA inhibitor	GSK3beta inhib	HSP90 refold inh	HDAC3 inhib
COc1cccc(C2NC(=O)c3sc(=S)n(-c4ccccc4)c3N2)c1 (stereo not drawn)	1	-2	5	22	34	5	i	-8	-2	-8
Brc1cnc2ccccc2c1N1CCCCC1	0	1	4	13	0	-9	i	-1	x	-4
COc1ccc(N2CCN(C(=O)NC(=O)c3ccccc3)CC2)cc1	-4	10	-2	20	12	-7	i	-9	0	6
Cc1ccc(S(=O)(=O)NC(CC(=O)NCc2ccco2)c2ccco2)cc1 (stereo not drawn)	-3	-3	3	8	1	-7	i	-1	3	-8
Cc1cc(C(=O)COC(=O)c2ccc(O)cc2)c(C)n1CC1CCCO1 (stereo not drawn)	-2	5	-21	17	4	-11	i	-23	32*	-2
N#CC1(NC(=O)Cn2cc(C(F)(F)F)cc(Cl)c2=O)CCCCC1	-1	-1	-14	20	3	-6	i	0	-1	0
CCCCn1c(N)c(N(CCC(C)C)C(=O)CSc2nnc(C)s2)c(=O)[nH]c1=O	2	-1	10	5	7	-8	i	-2	-2	0
O=C(CNCC1CCCO1)Nc1ccccc1N1CCOCC1 (stereo not drawn)	-1	-1	3	13	1	2	i	-20	-2	2
CC(C(=O)N1CCCCC1)N(C)CC(=O)Nc1ccc(Cl)cc1 (stereo not drawn)	-1	-1	x	-5	-5	x	i	2	1	2
COc1ccc2c3c(c(=O)oc2c1OCC(=O)O)CCCC3	3	0	-10	27	-12	-13	i	3	0	x
Cn1c(=O)c2c(ncn2CC(=O)N2CCN(c3ccccc3)CC2)n(C)c1=O	0	-3	-3	0	-1	2	i	-2	-2	4
O=C(NC(=S)NC1CCCc2ccccc21)c1ccc(F)cc1 (stereo not drawn)	-1	-4	-3	31	-1	-6	i	0	-2	8
Cc1ccc(/C=C2\SC(N3CCN(C(c4ccccc4)c4ccccc4)CC3)=NC2=O)o1	1	-4	26	33	1	24	i	-1	5	15
CCCOc1ccc(C(=O)N(Cc2cccs2)C2CCS(=O)(=O)C2)cc1 (stereo not drawn)	5	5	-8	51	-7	-2	i	-2	-1	-7
NNC(=O)C1CC(O)CN1S(=O)(=O)c1ccc(Cl)cc1 (stereo not drawn)	-3	-8	4	18	-5	-4	i	1	-2	-13
CC(=O)c1ccc(Nc2nc(N3CCOCC3)nc(N3CCOCC3)n2)cc1	-2	1	7	15	6	-1	i	-10	3	-7
c1ccc(COc2ccc(OCCCCN3CCCC3)cc2)cc1	-13	x	-14	14	23	-8	i	-5	2	3
CCOCN(C(=O)Cn1cnc2ccccc21)c1c(C)cccc1CC	-4	x	-2	13	-7	4	i	1	-2	0
CCOc1ccccc1N(C(=O)CNC(=O)c1ccco1)C(C(=O)NC1CCCC1)c1cccnc1 (stereo not drawn)	-7	-2	-26	4	3	-3	i	0	1	2

Shown as a hit in HSP90 refold inh, of those listed so far:
SMILES	GSK3 alpha inh	Dyrk1A ADPGlo	HSF1 activator	AI-2 QS modul	Platelet DG rel	HSF1 inh	PolyA inhibitor	GSK3beta inhib	HSP90 refold inh	HDAC3 inhib
Cc1cc(C(=O)COC(=O)c2ccc(O)cc2)c(C)n1CC1CCCO1 (stereo not drawn)	-2	5	-21	17	4	-11	i	-23	32*	-2

Copied from the list.
Reading for `c1ccc(COc2ccc(OCCCCN3CCCC3)cc2)cc1` in HSP90 refold inh: 2
Reading for `O=C(CNCC1CCCO1)Nc1ccccc1N1CCOCC1` (stereo not drawn) in GSK3beta inhib: -20
Reading for `COc1ccc2c3c(c(=O)oc2c1OCC(=O)O)CCCC3` in GSK3 alpha inh: 3
Reading for `CCOCN(C(=O)Cn1cnc2ccccc21)c1c(C)cccc1CC` in Platelet DG rel: -7
Reading for `CCOc1ccccc1N(C(=O)CNC(=O)c1ccco1)C(C(=O)NC1CCCC1)c1cccnc1` (stereo not drawn) in HDAC3 inhib: 2
Reading for `CC(C(=O)N1CCCCC1)N(C)CC(=O)Nc1ccc(Cl)cc1` (stereo not drawn) in HSP90 refold inh: 1

The list continues:
SMILES	GSK3 alpha inh	Dyrk1A ADPGlo	HSF1 activator	AI-2 QS modul	Platelet DG rel	HSF1 inh	PolyA inhibitor	GSK3beta inhib	HSP90 refold inh	HDAC3 inhib
Cn1c(-c2ccc(F)cc2)cnc1NCc1cccc(F)c1	-1	4	-20	23	1	-1	i	-4	-2	0
Cc1cc2c(cc1C)[n+](C)cn2CC(O)COCC1CC=CCC1 (stereo not drawn)	0	0	-10	8	4	-7	i	-1	-1	-12
CC(=O)Nc1ccc(NC(=O)C(C)OC(=O)c2ccc(-n3cnnn3)cc2)cc1 (stereo not drawn)	1	18	-2	7	0	-2	i	-1	x	3
C/C=C/c1ccc(OCCCn2cncn2)c(OC)c1	-7	3	-10	27	0	3	i	4	-2	1
Cc1ccc2c(c1)nnn2C1CCN(S(=O)(=O)c2ccc(C(=O)N(C)C)cc2)CC1	0	-1	-3	17	-3	-2	i	1	0	1
CCc1cc2cc(C)cc(C)c2nc1Cl	0	-6	-10	29	-1	-9	i	0	2	x
O=C(NCC1CCCO1)c1cc2ccccc2oc1=O (stereo not drawn)	x	-1	15	40	2	6	i	1	3	-7
CCC(=O)NC(=S)Nc1cccc(NC(=O)c2ccccc2C)c1	1	1	2	-1	0	0	i	-2	0	4
O=C(C1CCN(S(=O)(=O)c2cccc3cccnc23)CC1)N1CCCCC1	4	-2	-18	25	-4	0	i	1	-4	-6
CN(CC(=O)Nc1ccc(Cl)cc1)C(=O)CCc1nc2sc3c(c2c(=O)[nH]1)CCCC3	-4	1	-11	-5	7	2	i	-1	x	3
